CCHFV vOTU inh = CCHFV vOTU protease inhibition; AID 651958; Pep-AMC fluorescence; actives 0.55% (n = 370,000); inhibition, % at 11.5 µM; note: 0% = vehicle wells with enzyme and 100% = no enzyme wells
UGM FP inh = blocks M. tuberculosis UGM enzyme. inhibition, % at 10 µM. purified UGM, fluorescence polarization probe displacement. P9WIQ1. actives 0.06% (n = 320,000). AID 504406; in the data active = inhibition above about 10%, passing the limit was not always enough
Target sequence (P9WIQ1 whole entry, looked up): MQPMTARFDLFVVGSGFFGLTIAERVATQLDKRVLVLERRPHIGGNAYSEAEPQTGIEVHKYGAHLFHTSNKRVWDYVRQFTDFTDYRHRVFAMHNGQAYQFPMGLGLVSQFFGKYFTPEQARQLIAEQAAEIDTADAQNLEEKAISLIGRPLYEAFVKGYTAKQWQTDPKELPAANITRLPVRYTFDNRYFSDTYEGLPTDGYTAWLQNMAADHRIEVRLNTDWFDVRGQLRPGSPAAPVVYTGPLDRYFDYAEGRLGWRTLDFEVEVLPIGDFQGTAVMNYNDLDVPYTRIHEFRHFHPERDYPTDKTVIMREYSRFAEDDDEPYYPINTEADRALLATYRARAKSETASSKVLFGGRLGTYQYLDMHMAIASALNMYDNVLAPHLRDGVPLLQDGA
Mtb BioA inh = blocks M. tuberculosis BioA enzyme activity; purified M. tuberculosis BioA enzyme, plate reader; actives 0.096% (n = 360,000); inhibition, % at 9.99 µM; in the data active = inhibition above about 40%
BoNT F protease = inhibitors of Botulinum neurotoxin F light chain protease; actives 0.22% (n = 360,000); inhibition, % at 10 µM; Multiplex microsphere protease cleavage assay, flow cytometry; AID 588497; in the data active = inhibition above about 35%, passing the limit was not always enough; note: plate controls were buffer without enzyme for full effect and enzyme alone for no effect
BoNT A protease = inhibitors of Botulinum neurotoxin A light chain protease; actives 0.17% (n = 360,000); inhibition, % at 10 µM; multiplex microsphere protease substrate cleavage, flow cytometry; in the data active = inhibition above about 30%; note: plate controls were buffer without enzyme for full effect and enzyme alone for no effect
GDH-TPI inh = GDH-TPI coupled enzyme inhibition counter-screen; AID 588335; actives 1.2% (n = 360,000); GDH-TPI coupled enzyme counterscreen, NADH absorbance; inhibition, % at 4.8 µM;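 note: 0% = DMSO wells and 100% = wells lacking the enzyme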
PrPC TRFRET = cell surface PrPC inhibition, primary TR-FRET screen; TR-FRET read-out; inhibition, % at 13.8 µM; actives 0.43% (n = 370,000); AID 720596; in the data active = inhibition above about 24%; note: 0% = median of the test wells and 100% = reference compound wells
Mtb FBA inh = Mtb fructose-bisphosphate aldolase inhibition; actives 2.3% (n = 360,000); purified M. tuberculosis FBA, fluorescence read-out; P9WQA3; inhibition, % at 1 µM; in the data active = inhibition above about 27%;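 note: 0% = vehicle and 100% = reference inhibitor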
Target sequence (P9WQA3 whole entry, looked up): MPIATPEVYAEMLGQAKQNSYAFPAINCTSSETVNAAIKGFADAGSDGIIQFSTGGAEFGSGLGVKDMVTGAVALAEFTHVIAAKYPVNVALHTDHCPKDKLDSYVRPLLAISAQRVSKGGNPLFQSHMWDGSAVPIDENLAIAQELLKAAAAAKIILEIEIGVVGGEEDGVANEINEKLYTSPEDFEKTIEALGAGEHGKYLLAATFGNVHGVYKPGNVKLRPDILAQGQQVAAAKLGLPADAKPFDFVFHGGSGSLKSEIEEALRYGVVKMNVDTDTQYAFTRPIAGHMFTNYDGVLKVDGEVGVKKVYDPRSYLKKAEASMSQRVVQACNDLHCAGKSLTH
FadD28 FP inh = inhibitors of Mycobacterium tuberculosis FadD28 bisubstrate binding; FadD28 bisubstrate probe binding, fluorescence polarization; inhibition, % at 12.5 µM; actives 0.22% (n = 360,000); AID 588549; in the data active = inhibition above about 8.5%, passing the limit was not always enough
Active calls of the source: *; x = not tested or not shown; & = joins results of further samples. Cut-off read from the data, not from the text of the source, unless noted: active = inhibition above about 30%; inactive = the rest.

SMILES	CCHFV vOTU inh	UGM FP inh	Mtb BioA inh	BoNT F protease	BoNT A protease	GDH-TPI inh	PrPC TRFRET	Mtb FBA inh	FadD28 FP inh
CCCCCn1c(SCCCC)nc2c1c(=O)[nH]c(=O)n2C	8	-1.5	0.1	5	0.1	0	5	0	0.5
CCCCNC(=O)Nc1ccnn1C1CCCCC1	-5	0.9	-3.7	-6	0.4	4	1	3	-1.1
COC(=O)c1ccc(/C=N/N2CCN(Cc3ccc(C)cc3C)CC2)cc1	-2	1.5	-2.4	9	-0.3	11	0	-6	-2.5
O=C(CN1C(=O)NC(c2ccccc2)(c2ccccc2)C1=O)NC1CCS(=O)(=O)C1 (stereo not drawn)	0	1.9	-0.5	0	-0.1	-5	7	0	-4.4
Cc1sc2ncnc(SCC(=O)N(C(C)C)C(C)C)c2c1C	1	x	x	-4	-0.7	5	-4	1	-1.9
O=C(Nc1ccc(F)cc1)c1ccc(CN2CCc3ccccc3C2)cc1	-1	0.0	2.9	-3	0.6	2	-2	-1	-4.5
CCCCN(C(=O)c1cc(S(=O)(=O)N2CCCCCC2)ccc1OC)c1ccccc1	15	-3.1	1.7	2	1.5	-2	7	-2	-5.6
O=C(Nc1ccncc1)c1c(Cl)cccc1Cl	7	-2.1	-2.3	-8	-3.8	3	5	3	0.8
CCCC(C)C(=O)Nc1ccncc1 (stereo not drawn)	-12	-0.7	0.0	-1	0.4	5	3	-2	-1.1
COCCNC(=O)c1c[nH]c2ccc(S(=O)(=O)Nc3ccccc3F)cc2c1=O	-12	-0.2	-0.9	-14	0.1	7	7	3	-3.4
C=C(C)C(=O)Nc1cccc(C2=NOC3(C2)C[C@H](C(N)=O)N(C(=O)c2ccccc2C(=O)c2ccccc2)C3)c1 (stereo partly drawn)	-7	-1.0	1.1	7	0.9	9	3	0	-1.6
COC(=O)CNC(=O)CSc1nc(N)cc(=O)[nH]1	-2	0.3	-1.9	2	-0.7	11	-1	-1	-0.5
CCCCc1c(O)nc2n(c1=O)CCS2	-8	2.7	x	1	0.9	2	-3	1	0.5
O=C(O)CCCC(=O)N1N=C(c2ccccc2)CC1c1cccs1 (stereo not drawn)	-4	0.9	-0.8	-3	-0.1	-10	1	3	-0.9
CCOC(=O)C1=C(C)OC(=Cc2ccccc2)C1=O	-8	x	x	-2	-0.3	1	-12	-3	-2.3
Cc1cc(S(=O)(=O)Nc2cccc(O)c2)c(C)s1	0	2.1	1.4	x	x	-4	-3	-11	-4.1
CCN(CC)C(=O)CSc1ncnc2c1cnn2-c1ccccc1	-4	-0.5	-0.1	-2	-1.4	4	0	1	-2.5
CCN(CC)c1ccc2oc(=O)c(C)nc2c1	-2	-0.9	-7.0	10	4.0	9	-6	-1	-0.4
CN1CCN(c2ccc3c(c2)S(=O)(=O)c2ccccc2C3=O)CC1	10	4.4	-13	-9	-0.8	16	-49	-11	-0.7
O=C(Cc1cccc(C(F)(F)F)c1)Nc1ccccc1	-1	-0.3	x	-12	-2.0	-4	4	6	-1.6

In a second layout: 2 of the compounds above
SMILES | CCHFV vOTU inh | UGM FP inh | Mtb BioA inh | BoNT F protease | BoNT A protease | GDH-TPI inh | PrPC TRFRET | Mtb FBA inh | FadD28 FP inh
O=C(Nc1ccncc1)c1c(Cl)cccc1Cl | 7 | -2.1 | -2.3 | -8 | -3.8 | 3 | 5 | 3 | 0.8
CCOC(=O)C1=C(C)OC(=Cc2ccccc2)C1=O | -8 | x | x | -2 | -0.3 | 1 | -12 | -3 | -2.3

The main list resumes, starting four compounds before the break.
SMILES	CCHFV vOTU inh	UGM FP inh	Mtb BioA inh	BoNT F protease	BoNT A protease	GDH-TPI inh	PrPC TRFRET	Mtb FBA inh	FadD28 FP inh
CCN(CC)C(=O)CSc1ncnc2c1cnn2-c1ccccc1	-4	-0.5	-0.1	-2	-1.4	4	0	1	-2.5
CCN(CC)c1ccc2oc(=O)c(C)nc2c1	-2	-0.9	-7.0	10	4.0	9	-6	-1	-0.4
CN1CCN(c2ccc3c(c2)S(=O)(=O)c2ccccc2C3=O)CC1	10	4.4	-13	-9	-0.8	16	-49	-11	-0.7
O=C(Cc1cccc(C(F)(F)F)c1)Nc1ccccc1	-1	-0.3	x	-12	-2.0	-4	4	6	-1.6
COC(=O)c1cccnc1-n1c(=O)c2cccnc2n(Cc2cccc([N+](=O)[O-])c2)c1=O	-7	3.0	x	-5	-0.5	0	-6	-6	-2.0
O=C(COC(=O)c1ccc2c(c1)OCO2)Nc1ccccc1Cl	1	2.9	-0.5	0	0.4	-5	-2	-2	-1.4
Cc1ccc(CNC(=O)CN(C(=O)C2(C)CC(=O)N=C3C=CC=CN32)c2ccccc2F)cc1 (stereo not drawn)	-106	-0.1	-0.6	5	0.5	3	-1	82*	-5.1
CCC(C(=O)Nc1ccc(S(=O)(=O)N(C)C2CCN(C)CC2)cc1)c1ccccc1 (stereo not drawn)	3	-1.8	0.4	-22	0.2	7	0	-2	-1.5
Clc1ccccc1COc1ccc(/C=N/n2cnnc2)cc1	10	-0.2	-0.3	-2	0.3	-6	16	1	-1.6
COC(=O)CC1(C(=O)OC)Oc2ccccc2C(=O)N1c1ccc(F)cc1F (stereo not drawn)	-7	-0.6	x	x	x	-1	-1	-2	-1.3
NC(=O)c1oc2ccccc2c1NC(=O)c1ccc([N+](=O)[O-])o1	11	1.1	-1.1	2	0.8	14	-7	-1	1.1
COC(=O)c1sc(NC(=O)COc2ccc(C)cc2)nc1C	4	-0.4	0.9	4	1.0	-1	7	1	-0.1
O=C1c2ccccc2C(O)N1Cc1ccccc1Cl (stereo not drawn)	-2	2.1	2.9	-2	-0.6	1	3	-1	0.4
O=C(NCN1CCN(c2ccccn2)CC1)c1cnccn1	12	0.9	-0.1	-8	0.7	9	7	-1	-2.6
COc1ccc(CN2CC(C(=O)NCCCN3CCCC(C)C3)CC2=O)cc1 (stereo not drawn)	-1	-0.7	1.4	5	-0.6	7	8	3	-0.5
CCN(CCCNC(=O)CCn1c(=S)[nH]c2cc3c(cc2c1=O)OCO3)c1cccc(C)c1	14	-1.0	-1.9	-4	-2.0	1	-7	-1	-3.5
CC(C)Cn1cnc2c1c(=O)n(CC(=O)O)c(=O)n2Cc1ccccc1	8	0.6	1.6	-7	1.4	1	-4	-2	-0.6
CC(=O)Nc1ccc(NC(=O)C2CCCN(C(=O)c3ccc(Cl)cc3)C2)cc1 (stereo not drawn)	5	0.3	x	-7	0.0	23	13	4	1.8
Cc1nc2sc(C(c3ccccc3)N3CCN(CCO)CC3)c(O)n2n1 (stereo not drawn)	-7	-0.2	1.8	-3	-0.4	-12	5	3	1.4
CCc1ccc(NC(=O)N(CCCN2CCOCC2)C(C)c2cc3cccc(OC)c3o2)cc1 (stereo not drawn)	-13	1.1	0.2	-6	0.0	0	0	1	-3.7
C[C@@H]1CN([C@@H](C)CO)C(=O)c2cc(-c3cccnc3)cnc2O[C@H]1CN(C)C(=O)c1cccc(F)c1	27	x	6.5&2.3&1.2	-8	-0.4	2	4	-1	-4.1
O=C(CNC(=O)c1cc(S(=O)(=O)N2CCCCC2)ccc1N1CCOCC1)Nc1ccc(F)c(F)c1	-3	-2.9	x	6	2.3	5	-5	6	-1.5
COc1ccc(S(=O)(=O)NCC2CCCN(C(=O)c3cccs3)C2)cc1 (stereo not drawn)	12	0.5	x	-1	0.6	-4	11	3	-1.6
O=C(NCC1CCCO1)C1CCN(S(=O)(=O)N2CCCC2)CC1 (stereo not drawn)	-11	-1.8	x	-9	-0.2	5	6	3	-1.7

As entered above:
FadD28 FP inh, O=C(Cc1cccc(C(F)(F)F)c1)Nc1ccccc1 is entered as -1.6
BoNT A protease, CCCCN(C(=O)c1cc(S(=O)(=O)N2CCCCCC2)ccc1OC)c1ccccc1 is entered as 1.5

Additional structures.
SMILES	CCHFV vOTU inh	UGM FP inh	Mtb BioA inh	BoNT F protease	BoNT A protease	GDH-TPI inh	PrPC TRFRET	Mtb FBA inh	FadD28 FP inh
O=c1cc(OCc2ccccc2)cc[nH]1	1	-0.7	-10	4	12	-3	3	1	-0.9
COc1ccccc1N(CC(O)CN1CCCC1)S(=O)(=O)c1ccccc1 (stereo not drawn)	-1	-3.3	-1.0	2	0.4	-5	-6	-3	-0.9
CCN(CC)CCCN(Cc1cc2cc3c(cc2[nH]c1=O)OCO3)C(=S)NCCCOC	-30	-0.3	0.2	-10	-0.3	34*	-2	40*	-2.7
Cc1ccc(NC(=O)N(Cc2ccc3c(c2)OCO3)Cc2cc3cc4c(cc3[nH]c2=O)OCCO4)cc1	14	-2.2	-2.4	1	-0.4	8	-5	3	-0.1
CN(C)c1ccc(C(=O)Nc2nnc(C3=COCCO3)o2)cc1	-9	1.6	-2.7	1	0.3	41*	1	3	-2.1
Cn1c(=O)c(C(=O)NCCCc2ccccc2)c(O)c2ccccc21	6	1.5	-1.8	-11	-2.2	1	13	0	-3.3
N#Cc1ccccc1S(=O)(=O)N1CCNS(=O)(=O)c2ccccc21	6	x	12	-4	0.0	-7	-6	0	-3.2
Cc1ccc(N(CC(=O)NCc2ccncc2)S(C)(=O)=O)cc1	15	0.7	-0.1	-15	0.1	-1	0	-1	1.1
Cc1c(CCC(=O)NCCC(=O)O)c(=O)oc2cc3occ(-c4ccccc4)c3cc12	-3	-0.1	1.2	0	-3.1	7	0	4	-4.3
CN(C)CCCN1C(=O)C(=O)/C(=C(/O)c2ccncc2)C1c1ccccc1 (stereo not drawn)	2	2.1	x	0	0.0	10	-4	6	-2.4
Cc1ccccc1NC(=S)N(C)CCc1ccccn1	15	-0.1	-0.9	-12	-0.5	10	1	-1	-2.9
COc1ccc(CCn2nnnc2C(c2ccc(C)cc2)N2CCN(C)CC2)cc1OC (stereo not drawn)	10	-0.2	1.6	6	1.4	0	-12	5	-3.5
CC(C)(C)Sc1nc(O)cc(=O)[nH]1	0	1.1	x	6	-0.2	1	-4	0	-1.9
Cc1ccc(S(=O)(=O)Nc2ccnc3ccccc23)cc1	6	-0.2	-0.3	7	-0.2	26	-2	-1	-0.5
CC(C)CNC(=O)CSc1nnc(CN2CCCCCC2=O)n1-c1ccccn1	1	1.6	-0.5	-5	-0.1	6	-6	3	0.7
CCOC(=O)c1c(-c2ccc(F)cc2)csc1/N=C/N(C)C	-2	2.3	1.0	-4	-0.6	24	3	-4	-2.9
N#C/C(=N\Nc1ccc(S(=O)(=O)N2CCOCC2)cc1)C(N)=S	11	1.2	0.2	5	0.1	19	-26	-34	5.6
Brc1ccc(Oc2nnnn2-c2ccccc2)cc1	4	0.4	1.0	9	-0.6	1	-4	5	0.0
CCSC(=O)N1c2ccc(OC)cc2C=CC1C#N (stereo not drawn)	-17	x	x	1	0.0	-3	4	5	-3.4
COC(=O)c1ccc(COC(=O)CNC(=O)CNC(=O)c2ccc(C)cc2)cc1	10	-1.7	x	-2	-1.1	-3	-4	-4	-3.4
COc1ccccc1N(C)S(=O)(=O)c1ccc(C)c(C(=O)N2CCCCCC2)c1	10	x	-0.3	6	0.9	1	-4	-4	-3.7
COc1cccc(NC(=O)/C=C/c2ccc(S(=O)(=O)N3CCOCC3)cc2)c1	30*	-2.1	-1.2	x	x	4	-12	5	-2.8
O=[N+]([O-])c1cc(Cl)ccc1-c1nc(-c2ccncc2)no1	7	0.7	x	-6	-0.8	7	-2	-1	-0.6
COc1ccc2c(c1)CCN=C2Cc1ccc(OC)c(OC)c1	-15	-1.8	x	-12	-1.1	12	-2	16	-0.4
Cc1c(NC(=O)CSCc2ccco2)c(=O)n(-c2ccccc2)n1C	3	-3.5	-5.2	6	-0.1	5	-9	0	-0.6
CC(=O)Nc1ccc(/C(C)=N/NC(=O)c2ccccc2Cl)cc1	6	-1.1	-1.1	-16	-0.8	13	-7	2	0.8
CCCCN(CC(=O)NCCOC)C(=O)Cn1nnc2ccccc21	5	3.5	7.9	-3	-1.0	0	-4	-3	0.3
CS(=O)(=O)c1ccc2nc(NC(=O)CN3CCOCC3)sc2c1	-7	1.6	-1.7	x	x	7	6	-1	-1.3
CCCc1c(C)[nH]c2ccccc2c1=O	1	1.6	-5.1	-4	-1.0	14	3	9	-0.9
COC(=O)C(C)Sc1snnc1-c1ccccc1 (stereo not drawn)	-1	2.0	-0.4	-3	-0.6	-3	-1	0	0.5
CC12CCC(C(=O)NNC(=O)c3ccc(Br)cc3)(OC1=O)C2(C)C (stereo not drawn)	-12	-1.3	x	-1	1.0	1	5	0	-6.8
CCN(CC)C(=O)COC(=O)C1CCN(S(=O)(=O)c2ccc3c(c2)OCCO3)CC1	-5	0.9	0.3	7	-0.1	1	-5	24	-3.8
Cc1nnc(SCc2cc(=O)[nH]c(N3CCCCC3)n2)s1	-5	0.1	x	-8	0.5	5	-6	0	-1.3
CCCc1cc2c(cc1NC(=O)c1ccccc1F)OCO2	-1	x	x	-19	-0.4	-2	-6	-3	0.9
